FadD28 binding: M. tuberculosis FadD28 bisubstrate binding inhibition; FadD28 bisubstrate probe binding, fluorescence polarization; AID 588549; inhibition, % at 12.5 µM; 360,000 tested, 0.22% active; in the data active means inhibition above about 8.5%, passing the limit was not always enough; inconclusive means no clear call, values can overlap the other calls
CCHFV vOTU inh: CCHFV vOTU protease inhibition; Pep-AMC fluorescence; inhibition, % at 11.5 µM; AID 651958; 370,000 tested, 0.55% active; further: 0% = vehicle wells with enzyme and 100% = no enzyme wells
Rv3671c inh: inhibits the M. tuberculosis serine protease Rv3671c | AID 2606 | P9WHR9 | inhibition, % at 5.96 µM | 320,000 tested, 0.048% active; in the data active means inhibition above about 38%;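 further: extracellular domain of Rv3671c used as enzyme; 0% = enzyme with DMSO and 100% = no enzyme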
Target sequence (P9WHR9 whole entry, looked up, the tested form may be a part): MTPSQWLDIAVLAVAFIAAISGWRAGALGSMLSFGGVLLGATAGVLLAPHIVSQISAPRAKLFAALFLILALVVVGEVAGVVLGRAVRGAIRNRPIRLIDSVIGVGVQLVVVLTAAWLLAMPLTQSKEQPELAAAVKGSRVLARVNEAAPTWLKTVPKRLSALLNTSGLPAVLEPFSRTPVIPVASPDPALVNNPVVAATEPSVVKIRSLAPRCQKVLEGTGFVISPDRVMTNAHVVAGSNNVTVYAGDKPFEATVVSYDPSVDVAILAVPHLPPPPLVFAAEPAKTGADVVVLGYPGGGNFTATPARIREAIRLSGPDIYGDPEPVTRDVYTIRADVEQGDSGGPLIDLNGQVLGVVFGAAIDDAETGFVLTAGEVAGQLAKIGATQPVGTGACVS
GDH-TPI counter: counter-screen for M. tuberculosis FBA inhibitors: GDH-TPI coupled enzymes. GDH-TPI coupled enzyme counterscreen, NADH absorbance. inhibition, % at 4.8 µM. 360,000 tested, 1.2% active. AID 588335;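 further: 0% = DMSO wells and 100% = wells lacking the enzyme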
FBA Mtb inh: Mtb fructose-bisphosphate aldolase inhibition; purified M. tuberculosis FBA, fluorescence read-out; 360,000 tested, 2.3% active; AID 588726; inhibition, % at 1 µM; in the data active means inhibition above about 27%;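 further: 0% = vehicle and 100% = reference inhibitor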
Target sequence (P9WQA3 whole entry, looked up): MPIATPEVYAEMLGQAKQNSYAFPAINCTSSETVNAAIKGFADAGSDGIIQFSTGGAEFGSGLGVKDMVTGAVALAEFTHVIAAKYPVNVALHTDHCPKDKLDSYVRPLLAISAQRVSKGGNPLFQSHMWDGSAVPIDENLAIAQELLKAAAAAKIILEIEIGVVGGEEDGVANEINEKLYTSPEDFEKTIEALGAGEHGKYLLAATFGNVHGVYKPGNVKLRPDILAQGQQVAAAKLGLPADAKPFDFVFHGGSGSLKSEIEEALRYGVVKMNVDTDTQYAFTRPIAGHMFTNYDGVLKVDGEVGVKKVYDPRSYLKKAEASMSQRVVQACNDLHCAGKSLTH
DUSP3 inh: inhibitors of human VHR1 phosphatase (DUSP3); 290,000 tested, 0.52% active; P51452; AID 1654; recombinant VHR phosphatase, pNPP absorbance; inhibition, % at 13.3 µM; in the data active means inhibition above about 50%; further: some compounds called inactive have numbers as strong as hits
Target sequence (P51452 whole entry, looked up): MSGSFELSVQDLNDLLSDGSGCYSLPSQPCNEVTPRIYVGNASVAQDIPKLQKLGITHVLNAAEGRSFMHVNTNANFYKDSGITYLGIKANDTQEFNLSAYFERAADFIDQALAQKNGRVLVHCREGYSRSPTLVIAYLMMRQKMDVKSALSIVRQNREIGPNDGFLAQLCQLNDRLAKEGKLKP
UGM FP inh: Mtb UDP-galactopyranose mutase inhibition; AID 504406; purified UGM, fluorescence polarization probe displacement; inhibition, % at 10 µM; 320,000 tested, 0.06% active; in the data active means inhibition above about 10%, passing the limit was not always enough; inconclusive means no clear call, values can overlap the other calls
BoNT-F LC inh: inhibitors of Botulinum neurotoxin F light chain protease | Multiplex microsphere protease cleavage assay, flow cytometry | inhibition, % at 10 µM | 360,000 tested, 0.22% active | AID 588497; in the data active means inhibition above about 35%, passing the limit was not always enough; inconclusive means no clear call, values can overlap the other calls; further: plate controls were buffer without enzyme for full effect and enzyme alone for no effect
MazF activator: increases E. coli MazEF RNase cleavage of RNA; FAM/BHQ RNA-DNA oligo cleavage fluorescence, 5 h; activation, % at 20 µM; 350,000 tested, 0.32% active; AID 504720; in the data active means activation above about 50%
Target sequence (P0AE70 whole entry, looked up): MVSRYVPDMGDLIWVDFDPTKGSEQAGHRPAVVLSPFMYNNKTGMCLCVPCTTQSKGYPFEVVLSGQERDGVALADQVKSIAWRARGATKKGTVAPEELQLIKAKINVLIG
Mtb BioA inh: inhibitors of Mycobacterium tuberculosis BioA enzyme. purified M. tuberculosis BioA enzyme, plate reader. inhibition, % at 9.99 µM. 360,000 tested, 0.096% active. AID 602481; in the data active means inhibition above about 40%; inconclusive means no clear call, values can overlap the other calls
* marks the source's active call; other numbers are inactive results; & = joins results of further samples. Unless noted, no stated cut-off is given here; in the data, active means inhibition above about 30%; inactive means the rest.

For Cc1cccc(NC(=O)COC(=O)c2cc(C)n(C3CC3)c2C)c1 the results were FadD28 binding 0.2, CCHFV vOTU inh -1, Rv3671c inh -9, GDH-TPI counter 2, FBA Mtb inh -1, UGM FP inh -4.3, MazF activator 2 and Mtb BioA inh -0.9.
Screening CC(Cc1cccs1)NC(=O)CCCn1nnnc1CN1CCOCC1 (stereo not given) returned FadD28 binding -4.3, CCHFV vOTU inh -3, Rv3671c inh 0, GDH-TPI counter -5, FBA Mtb inh 0, DUSP3 inh 6, UGM FP inh -0.6, BoNT-F LC inh -2, MazF activator -2 and Mtb BioA inh -0.4.
For CCCC(C)C1(CC)C(=O)NC(=O)N=C1N (stereo not given) the results were FadD28 binding -3.7, CCHFV vOTU inh -5, Rv3671c inh -7, GDH-TPI counter -6, FBA Mtb inh 0, DUSP3 inh -10, UGM FP inh -2.9, BoNT-F LC inh -1 and MazF activator 0.
O=S(=O)(Nc1ccc(-c2csc(-c3ccccc3)n2)cc1)c1ccc(F)cc1 was read as FadD28 binding -2.1, CCHFV vOTU inh 12, Rv3671c inh -165, GDH-TPI counter 1, FBA Mtb inh 3, DUSP3 inh 0, UGM FP inh 2.4, BoNT-F LC inh -6, MazF activator -4 and Mtb BioA inh -2.0.
For CCOc1ccc(NC(=O)CSC2=C(C#N)C(c3ccc4c(c3)OCO4)CC(=O)N2)cc1 (stereo not given) the results were FadD28 binding -0.9, CCHFV vOTU inh 12, Rv3671c inh -4, GDH-TPI counter 11, FBA Mtb inh -2, DUSP3 inh -6, UGM FP inh -0.9, BoNT-F LC inh 13, MazF activator 7 and Mtb BioA inh -2.2.
CCC(C)(C)n1nnnc1C(c1ccc2ncccc2c1)N1CCN(Cc2ccc3c(c2)OCO3)CC1 (stereo not given) was read as FadD28 binding -3.1, CCHFV vOTU inh -14, Rv3671c inh 7, GDH-TPI counter 16, FBA Mtb inh 3, DUSP3 inh 41, UGM FP inh 2.5, BoNT-F LC inh -7 and MazF activator -1.
For COc1ccc(OC(C)C(=O)Nc2ccc(F)cc2F)cc1 (stereo not given) the results were FadD28 binding 0.8, CCHFV vOTU inh 6, Rv3671c inh 9, GDH-TPI counter -4, FBA Mtb inh 6, DUSP3 inh 22, UGM FP inh 2.5, BoNT-F LC inh 0 and MazF activator -19.
Screening CCOC(=O)C1CCN(C(=O)c2sc3ncn(CC(=O)N4CCCCC4)c(=O)c3c2C)CC1 returned FadD28 binding 0.2, CCHFV vOTU inh -2, GDH-TPI counter 7, FBA Mtb inh -1, BoNT-F LC inh -3, MazF activator 4 and Mtb BioA inh 1.7.
`COc1ccc(-c2nc3ccccc3c(=O)[nH]2)cc1` gave FadD28 binding -0.5, CCHFV vOTU inh 9, Rv3671c inh -3, GDH-TPI counter -4, FBA Mtb inh 4, DUSP3 inh 13, UGM FP inh 0.1, BoNT-F LC inh 1, MazF activator 12 and Mtb BioA inh -1.8.
`CC(C)(C)NS(=O)(=O)c1ccc(CCC(=O)NCc2ccc3c(c2)OCO3)cc1` gave FadD28 binding -2.2, CCHFV vOTU inh 14, Rv3671c inh -9, GDH-TPI counter 9, FBA Mtb inh 4, DUSP3 inh -22, UGM FP inh 0.2, BoNT-F LC inh -10, MazF activator -1 and Mtb BioA inh 0.4.
Screening N#CCC1c2ccccc2CCN1C(=O)Nc1cccc(C(F)(F)F)c1 (stereo not given) returned FadD28 binding -7.2, CCHFV vOTU inh -5, Rv3671c inh -5, GDH-TPI counter 3, FBA Mtb inh -3, DUSP3 inh 0, UGM FP inh -1.3, BoNT-F LC inh -3 and MazF activator -10.
For COc1cc(NC(=S)Nc2cccnc2)cc(OC)c1OC the results were FadD28 binding -3.2, CCHFV vOTU inh 1, Rv3671c inh 6, GDH-TPI counter -2, FBA Mtb inh 1, DUSP3 inh 18, UGM FP inh 0.3, BoNT-F LC inh 5, MazF activator -8 and Mtb BioA inh 5.9.

Not a retest: an excerpt of the list.
For Cc1cccc(NC(=O)COC(=O)c2cc(C)n(C3CC3)c2C)c1 the results were FadD28 binding 0.2, CCHFV vOTU inh -1, Rv3671c inh -9, GDH-TPI counter 2, FBA Mtb inh -1, UGM FP inh -4.3, MazF activator 2 and Mtb BioA inh -0.9.
Screening CC(Cc1cccs1)NC(=O)CCCn1nnnc1CN1CCOCC1 (stereo not given) returned FadD28 binding -4.3, CCHFV vOTU inh -3, Rv3671c inh 0, GDH-TPI counter -5, FBA Mtb inh 0, DUSP3 inh 6, UGM FP inh -0.6, BoNT-F LC inh -2, MazF activator -2 and Mtb BioA inh -0.4.
For CCCC(C)C1(CC)C(=O)NC(=O)N=C1N (stereo not given) the results were FadD28 binding -3.7, CCHFV vOTU inh -5, Rv3671c inh -7, GDH-TPI counter -6, FBA Mtb inh 0, DUSP3 inh -10, UGM FP inh -2.9, BoNT-F LC inh -1 and MazF activator 0.

Additional structures
For CCOC(=O)CN1NC2(CCCC(C)C2)NC1=S (stereo not given) the results were FadD28 binding -1.9, CCHFV vOTU inh -2, Rv3671c inh 8, GDH-TPI counter -10, FBA Mtb inh 2, DUSP3 inh 20, UGM FP inh 0.0, BoNT-F LC inh 11 and MazF activator -2.
For COC(=O)c1ccc(CN2CCC(Oc3ccc(C(=O)N4CCCCC4)cc3)CC2)cc1 the results were FadD28 binding -2.8, CCHFV vOTU inh -2, Rv3671c inh 4, GDH-TPI counter 0, FBA Mtb inh -3, DUSP3 inh 5, UGM FP inh -0.7, BoNT-F LC inh -1, MazF activator -1 and Mtb BioA inh 0.9.
For CC(=C\C(=O)O)/C(=C/c1ccccc1)C(=O)O the results were FadD28 binding -0.5, CCHFV vOTU inh 20, Rv3671c inh 2, GDH-TPI counter -10, FBA Mtb inh -2, DUSP3 inh 5, UGM FP inh 2.3, BoNT-F LC inh -5 and MazF activator -6.
Screening CN(C)c1ccnc2c[cH-]cc12.[Fe].c1ccc(-[c-]2[c-](-c3ccccc3)[c-](-c3ccccc3)[c-](-c3ccccc3)[c-]2-c2ccccc2)cc1 (stereo not given) returned FadD28 binding -2.0&-4.5, CCHFV vOTU inh 1&6, Rv3671c inh 4&12, GDH-TPI counter 8&-13, FBA Mtb inh -1&1, DUSP3 inh 4, UGM FP inh -1.0&-1.7, BoNT-F LC inh -20&-22, MazF activator 15&17 and Mtb BioA inh -1.1&-1.7.
For O=S(=O)(N1CCOCC1)n1c(Cc2ccccc2)nc2ccccc21 the results were FadD28 binding -3.5, CCHFV vOTU inh -11, Rv3671c inh 10, GDH-TPI counter 0, FBA Mtb inh 0, DUSP3 inh 1, UGM FP inh -0.7, BoNT-F LC inh -4, MazF activator -6 and Mtb BioA inh -1.5.
CN(C)CCNC(=O)c1cccc(-c2cnc3c(NC=O)cc(/C=C/c4ccccc4)cn23)c1 was read as FadD28 binding -17, CCHFV vOTU inh 23, GDH-TPI counter 6, FBA Mtb inh 3, BoNT-F LC inh -36 and Mtb BioA inh 0.0.
CC(=O)Nc1ccc(Nc2ncc([N+](=O)[O-])c(Nc3ccc(NC(C)=O)cc3)n2)cc1 was read as FadD28 binding -0.6, CCHFV vOTU inh -1, Rv3671c inh 3, GDH-TPI counter 15, FBA Mtb inh -3, DUSP3 inh 20, UGM FP inh -2.6, BoNT-F LC inh -2, MazF activator 5 and Mtb BioA inh -0.1.
Screening CCCc1nc(SCC(=O)N2CCCC2)c2c(=O)n(C)c(=O)n(C)c2n1 returned FadD28 binding -2.1, CCHFV vOTU inh -8, Rv3671c inh -8, GDH-TPI counter 10, FBA Mtb inh 5, DUSP3 inh 20, UGM FP inh -0.8, BoNT-F LC inh -7, MazF activator 7 and Mtb BioA inh -0.7.
For Cc1cc(C)n(CC(=O)NNC(=O)CC(C)c2ccccc2)n1 (stereo not given) the results were FadD28 binding -0.8, CCHFV vOTU inh -5, Rv3671c inh -4, GDH-TPI counter 10, FBA Mtb inh 5, UGM FP inh 0.4, BoNT-F LC inh -2, MazF activator -9 and Mtb BioA inh -0.3.
COc1ccc(-c2nnc(SCC(=O)NC(C)C)n2CC2CCCO2)cc1OC (stereo not given) was read as FadD28 binding 0.3, CCHFV vOTU inh -1, Rv3671c inh 6, GDH-TPI counter 7, FBA Mtb inh -1, DUSP3 inh -4, UGM FP inh 3.4, BoNT-F LC inh 13, MazF activator 3 and Mtb BioA inh -1.3.
O=C(Nc1ncc(Cc2ccc(Cl)cc2Cl)s1)c1ccc([N+](=O)[O-])cc1 was read as FadD28 binding -1.8, CCHFV vOTU inh -24, Rv3671c inh 4, GDH-TPI counter -1, FBA Mtb inh 5, DUSP3 inh -7, UGM FP inh -0.7, BoNT-F LC inh -4 and MazF activator -14.
Screening COc1ccc(NC(=O)/C(=C\c2ccccc2)NC(=O)c2ccco2)cc1 returned CCHFV vOTU inh 23, Rv3671c inh 0, GDH-TPI counter -1, FBA Mtb inh 0, DUSP3 inh 22, UGM FP inh -2.7, BoNT-F LC inh 8 and MazF activator 5.
Screening COc1ccc(Cl)cc1NC(=S)NCc1ccc(S(N)(=O)=O)cc1 returned FadD28 binding -5.6, CCHFV vOTU inh -1, Rv3671c inh -2, GDH-TPI counter -4, FBA Mtb inh -2, DUSP3 inh -7, UGM FP inh 4.0, BoNT-F LC inh -7 and MazF activator 5.
For CC(C)[C@H](CO)N(Cc1cccc(F)c1)c1nc(Nc2cccc(Cl)c2)c2ncn(C(C)C)c2n1 the results were FadD28 binding -1.6, CCHFV vOTU inh 16, Rv3671c inh -5, GDH-TPI counter 14, FBA Mtb inh 0, DUSP3 inh 0, UGM FP inh -3.6, BoNT-F LC inh -1, MazF activator -5 and Mtb BioA inh -2.1.
`Cc1ccc(S(=O)(=O)N(C)C)cc1NC(=S)NC(=O)C12CC3CC(CC(C3)C1)C2` gave FadD28 binding -3.2, CCHFV vOTU inh -5, Rv3671c inh -8, GDH-TPI counter -12, FBA Mtb inh 7, DUSP3 inh -11, UGM FP inh 3.2, BoNT-F LC inh 5 and MazF activator -10.
Screening Cc1cccc(NC(=S)NCCSc2ccc(Cl)cc2)c1 returned FadD28 binding -9.2, CCHFV vOTU inh 12, Rv3671c inh -27, GDH-TPI counter 2, FBA Mtb inh 1, DUSP3 inh -4, UGM FP inh 1.7, BoNT-F LC inh -2, MazF activator 0 and Mtb BioA inh -0.1.
CCN(CC)CCn1c2c(c(SCC(=O)Nc3ccc(C)c(F)c3)nc1=O)CCCC2 was read as FadD28 binding -1.5, CCHFV vOTU inh -4, Rv3671c inh 10, GDH-TPI counter -3, FBA Mtb inh -1, UGM FP inh 2.7, BoNT-F LC inh inconclusive and MazF activator 3.
COc1cc(CC(=O)OCC(=O)NCc2ccco2)cc(OC)c1OC was read as FadD28 binding -1.0, CCHFV vOTU inh 0, Rv3671c inh -2, GDH-TPI counter 2, FBA Mtb inh -3, UGM FP inh -4.3, BoNT-F LC inh -5, MazF activator 1 and Mtb BioA inh -1.6.
Cc1cc(CN(Nc2ccccc2)c2ccccc2)cc(C)n1 was read as FadD28 binding 0.4, CCHFV vOTU inh 10, GDH-TPI counter -1, FBA Mtb inh -1, BoNT-F LC inh -2, MazF activator 2 and Mtb BioA inh -1.1.
Screening CC(Sc1nnc2ccccn12)C(=O)Nc1ccc2c(c1)OCO2 (stereo not given) returned FadD28 binding -2.5, CCHFV vOTU inh -8, Rv3671c inh -1, GDH-TPI counter 2, FBA Mtb inh 0, DUSP3 inh 14, UGM FP inh 2.5, BoNT-F LC inh 0, MazF activator -20 and Mtb BioA inh 0.2.
Screening O=[N+]([O-])c1ccc(NS(=O)(=O)c2ccccc2)c(Cl)c1 returned FadD28 binding 1.8, CCHFV vOTU inh 13, GDH-TPI counter 16, FBA Mtb inh -1, BoNT-F LC inh -11, MazF activator -4 and Mtb BioA inh -0.3.
Screening CCOC(=O)c1ccccc1NC(=O)COC(=O)CN1C(=O)NC2(CCCC2)C1=O returned FadD28 binding 0.1, CCHFV vOTU inh 20, Rv3671c inh 3, GDH-TPI counter 2, FBA Mtb inh 0, DUSP3 inh 8, UGM FP inh -0.2, BoNT-F LC inh -6, MazF activator 6 and Mtb BioA inh -0.1.

High-throughput results deposited in PubChem BioAssay by several laboratories.
